Screens deposited in PubChem BioAssay by several laboratories.
STK33 kinase inh: inhibitors of purified STK33 kinase, primary screen, biochemical, ADP-Glo luminescence, homogeneous, cell-free | Serine/threonine-protein kinase 33 (Homo sapiens), Q9BYT3 | MBP phosphorylation | inhibition, % at 10 µM | 320,000 compounds, 0.073% hits;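 active = inhibition at or above 25%, using the most active replicate where run in duplicate; inactive = inhibition below 25%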
Target sequence (Q9BYT3 whole entry, looked up): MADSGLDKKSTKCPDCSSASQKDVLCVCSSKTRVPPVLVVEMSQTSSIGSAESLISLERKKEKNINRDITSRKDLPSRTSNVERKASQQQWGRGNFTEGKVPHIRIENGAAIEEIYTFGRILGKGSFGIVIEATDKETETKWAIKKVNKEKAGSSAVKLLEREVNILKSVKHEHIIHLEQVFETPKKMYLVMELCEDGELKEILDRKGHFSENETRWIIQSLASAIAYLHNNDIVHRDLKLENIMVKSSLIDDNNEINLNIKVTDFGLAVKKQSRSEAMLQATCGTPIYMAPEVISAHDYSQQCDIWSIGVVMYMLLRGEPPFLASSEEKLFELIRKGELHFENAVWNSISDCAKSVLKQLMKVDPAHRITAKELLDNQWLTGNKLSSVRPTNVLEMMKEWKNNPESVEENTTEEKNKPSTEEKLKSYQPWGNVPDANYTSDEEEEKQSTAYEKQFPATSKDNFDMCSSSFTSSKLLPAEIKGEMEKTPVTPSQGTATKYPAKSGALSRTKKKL
OX1R antag: antagonists of human orexin 1 receptor (OX1R). Orexin/Hypocretin receptor type 1 (Homo sapiens), O43613. OX1R-expressing cells, FRET antagonist read-out. inhibition, % at 6.6 µM. 330,000 compounds, 1.8% hits; in the data active = inhibition mostly above about 38%, no sharp cut-off; inactive = mostly below about 40%;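 note: 0% = agonist challenge alone and 100% = reference antagonist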
Target sequence (O43613 whole entry, looked up): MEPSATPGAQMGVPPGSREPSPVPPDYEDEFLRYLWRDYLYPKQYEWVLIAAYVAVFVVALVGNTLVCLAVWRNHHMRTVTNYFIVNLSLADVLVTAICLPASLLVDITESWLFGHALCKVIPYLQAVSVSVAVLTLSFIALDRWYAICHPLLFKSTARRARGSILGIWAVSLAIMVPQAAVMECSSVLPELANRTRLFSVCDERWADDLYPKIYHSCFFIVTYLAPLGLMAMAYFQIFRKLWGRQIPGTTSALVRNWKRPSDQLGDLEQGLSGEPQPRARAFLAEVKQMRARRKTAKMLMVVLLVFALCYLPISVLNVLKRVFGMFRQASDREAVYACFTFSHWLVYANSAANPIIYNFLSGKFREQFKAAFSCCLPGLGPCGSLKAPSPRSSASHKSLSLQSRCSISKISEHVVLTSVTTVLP
* marks the source's active call; other numbers are inactive results; / = not tested or not shown.

SMILES | STK33 kinase inh | OX1R antag
CO/C(N)=C(\C#N)N=Cc1ccccc1Cl | -0.2 | 16.5
CCc1ccc(-c2csc3ncn(CC)c(=O)c23)cc1 | 0.7 | 14.7
CCOC(=O)c1cc(CC)sc1NC(=O)COC(=O)c1cnccn1 | -2.0 | 17.3
CCC(C)c1ccc(NC(=S)Nc2ccc(OC)c(OC)c2)cc1 (stereo not drawn) | 0.1 | 39.2
COC(=O)c1sccc1NC(=O)Nc1ccc(F)cc1F | 3.1 | 26.3
COC(=O)c1ccc(-c2nc(CN3CCCN(C(=O)c4ccco4)CC3)c(C)o2)cc1 | 0.1 | 12.4
O=C1/C(=C/c2ccc3c(c2)OCO3)Oc2cc(OCC(=O)N3CC(O)C[C@H]3C(=O)O)ccc21 (stereo partly drawn) | 6.4 | 30.8
CC(C)(C)OC(=O)N1CCC[C@H]1c1nnc(SCc2ccc(Cl)cc2Cl)o1 | 0.2 | 24.7
Cc1ccc(-n2ncc3c2CCCC3NC(=O)CSc2ccccn2)cc1C (stereo not drawn) | -0.3 | 16.8
CCOC(=O)c1sc(NC(=O)CCC(=O)O)nc1C | 0.5 | 11.0
COc1ccc(N2CCC(CNC(=S)Nc3ccc(C)cc3C)C2)cc1 (stereo not drawn) | -0.7 | 14.0
C=CCN1C(=O)C(O)=C(C(C)=O)C1c1ccccc1F (stereo not drawn) | 0.1 | 14.1
CC(=O)c1ccc2c(c1)N(CCCN1CCC(CCO)CC1)c1ccccc1S2 | -0.4 | 22.8
O=C(C1=CC=CN2CCS(=O)(=O)N=C12)N1CCN(c2cccc(Cl)c2)CC1 | -0.1 | 4.6
CC(C)CNC(=O)COC(=O)Cc1ccc(Cl)cc1 | -0.9 | 8.3
CCCOc1ccc(CNC(=O)c2ccc3c(c2)N(CC)CCS3)cc1 | -1.0 | 8.7
COC(=O)c1ccc(S(=O)(=O)N2CCCCCC2)cc1 | -1.5 | 14.7
CC(C)C(=O)N1CCN(c2ccc(NC(=O)c3ccco3)cc2Cl)CC1 | 3.2 | 19.8
Cn1c(N)c(C(=O)CCl)c(=O)n(Cc2ccccc2)c1=O | -0.3 | 6.7
C[C@H]1CCC[C@@]2(O[C@@H](CCO)C[C@H](O)[C@H]2O)O1 | 0.9 | 13.4
COc1cccc(NC(=O)Nc2cc(C)ccc2F)c1 | -0.7 | 13.5
CSc1ccccc1C(=O)N(C)C(c1ccccc1)c1ccccc1 | -0.8 | 18.0
O=C(Nc1ccccc1)NC1CCCCCCC1 | -0.1 | 18.2
CC(=O)NCCC(=O)N1CCc2c([nH]c3ccccc23)C1c1cccc(C)c1 (stereo not drawn) | 1.1 | 13.2
CCn1c(SCC(=O)N2CCOCC2)nc2ccccc21 | -3.0 | 11.1

Seven compounds already listed, ordered by count of non-hydrogen atoms, low to high.
SMILES | STK33 kinase inh | OX1R antag
CO/C(N)=C(\C#N)N=Cc1ccccc1Cl | -0.2 | 16.5
O=C(Nc1ccccc1)NC1CCCCCCC1 | -0.1 | 18.2
CC(C)CNC(=O)COC(=O)Cc1ccc(Cl)cc1 | -0.9 | 8.3
COC(=O)c1ccc(S(=O)(=O)N2CCCCCC2)cc1 | -1.5 | 14.7
Cn1c(N)c(C(=O)CCl)c(=O)n(Cc2ccccc2)c1=O | -0.3 | 6.7
CC(C)(C)OC(=O)N1CCC[C@H]1c1nnc(SCc2ccc(Cl)cc2Cl)o1 | 0.2 | 24.7
CC(=O)c1ccc2c(c1)N(CCCN1CCC(CCO)CC1)c1ccccc1S2 | -0.4 | 22.8

Additional structures:
SMILES | STK33 kinase inh | OX1R antag
Cc1c(NC(=S)NC(=O)c2ccc(Cl)cc2)c(=O)n(-c2ccccc2)n1C | -1.3 | 3.1
COC(=O)c1cc(OC)c(OC)cc1NC(=O)c1c(-c2ccccc2)noc1C | 0.9 | 8.0
COc1ccc(-c2cc(C(F)(F)F)nc(SCC(=O)NCCN3CCOCC3)n2)cc1OC | 0.0 | 5.9
CCOC(=O)c1cccc(NC(=O)Nc2ccc(OCC)cc2)c1 | -2.7 | 21.6
Fc1ccc(OCc2nn[nH]n2)c(F)c1 | -1.2 | 10.8
COc1ccc(-n2c(=O)[nH]cc(C(=O)Nc3ccc4c(c3)OCCO4)c2=O)cc1 | -1.9 | 23.8
Cc1cccc(CCNCc2c(C(=O)O)c(C)n(-c3ccccc3)c2C)c1 | -2.8 | 0.2
CCOC(=O)NC(=O)/C(C#N)=N/Nc1ccc(F)cc1 | -0.5 | 22.4
Cc1ccc(C(=O)NCC(=O)NCC(c2cccs2)N(C)C)cc1C (stereo not drawn) | -1.6 | 3.2
COc1ccc(-n2c(-c3ccco3)n[nH]c2=S)cc1 | 0.4 | 4.7
N=c1c(C(=O)NCc2ccc3c(c2)OCO3)cc2c(=O)n3ccccc3nc2n1CC1CCCO1 (stereo not drawn) | -0.2 | 68.7*
COC(=O)c1nnn(-c2nonc2N)c1CSc1nc2ccccc2o1 | 0.4 | 12.8
O=[N+]([O-])c1ccc(-c2nn(-c3ccccc3)cc2/C=N/n2c(-c3ccncc3)n[nH]c2=S)cc1 | -2.8 | 5.4
O=C(NNC1=NS(=O)(=O)c2ccccc21)c1ccccc1Cl | -0.9 | 17.9
O=C(CCNC(=O)c1ccccc1Cl)Nc1cc(S(=O)(=O)N2CCOCC2)ccc1N1CCCC1 | 0.5 | 9.4
COc1ccc2nc(NCCNC(=S)NCCCN3CCOCC3)c(C#N)cc2c1 | -1.2 | 28.7
CCCC(=O)Nc1nc2nc(C)cc(=O)n2[nH]1 | 3.1 | 9.0
Cc1nn(Cc2ccc(Cl)cc2Cl)c(C)c1NC(=O)c1nn(C)cc1Cl | -2.1 | 8.2
Cc1onc(-c2c(Cl)cccc2Cl)c1COC(=O)c1ccc(Cl)cc1[N+](=O)[O-] | -2.0 | 17.9
CC(C)N(N=Nc1ccc([N+](=O)[O-])cc1)C(C)C | 1.4 | 11.3
Cc1cc(C)c(S(=O)(=O)NCCc2cc3ccc(C)c(C)c3[nH]c2=O)c(C)c1 | -0.2 | 5.8
COCCn1cnnc1SCC(=O)Nc1cc(C)on1 | -1.2 | -3.4
C=CCn1c(SCC(=O)N2CCN(c3ccccc3)CC2)nnc1-c1ccco1 | 0.4 | 14.4
O=C(CSc1ccccc1F)Nc1ccc(N2CCOCC2)cc1 | 2.8 | 3.1
O=C(Nc1ccc(C(F)(F)F)cc1)N1CCN(C(=O)c2ccco2)CC1 | -0.7 | 3.6

(more compounds)
SMILES | STK33 kinase inh | OX1R antag
O=C(Nc1ccon1)c1ccc(Br)s1 | -0.9 | 18.8
C=CCNC(=O)COC(=O)c1cc(S(=O)(=O)N2CCOCC2)ccc1N1CCCCC1 | -1.5 | 5.3
Cc1ccc2cc(C)c(SCC(=O)NCc3ccco3)nc2c1 | 0.0 | 41.9
COc1ccccc1NC(=O)N1CCN(c2ncccn2)CC1 | -0.9 | 7.3
Cc1ccc(OCCNC(=O)c2ccccc2SCC(=O)N2CCCC2)cc1 | -1.0 | 13.7
CCOC(=O)c1nnc(-c2ccccc2)nc1Sc1ccccc1Cl | -1.0 | 38.8
Cc1ccc(S(=O)(=O)NCCC(=O)NCCSc2ccc(Br)cc2)cc1 | -1.0 | 24.1
Cc1ccc(S(C)(=O)=NC(=O)NC(=O)c2c(F)cccc2Cl)cc1 (stereo not drawn) | -1.4 | 10.7
O=C(CCCC(=O)c1ccccc1)Nc1ccc(O)cc1 | -0.3 | 17.6
CC(=O)N(C(C)=O)c1nc2nc(C)cc(C)n2n1 | 1.4 | 9.2
O=C(CCS(=O)(=O)c1ccccc1)Nc1ccc(N2CCOCC2)cc1 | -0.9 | 16.9
C=CCNC(=O)c1onc(CSc2ccncc2)c1C(=O)NCC=C | -1.8 | 4.6
COc1cc(OC)c2c(c1)S(=O)(=O)C(c1ccccc1)=C2N | -0.7 | 11.7
O=C(O)/C=C/c1ccc(S(=O)(=O)N2CCCCCC2)cc1 | -1.6 | 25.4
COCCN(Cc1cc2cc(C)ccc2n2nnnc12)C(=S)Nc1ccc(C)cc1 | -3.3 | 19.8
Cc1ccc(NC(=O)COC(=O)Cn2cnc3ccccc32)c(C)c1 | -1.4 | 9.9
CNC(=O)CCSSCCC(=O)NC | -1.0 | 1.9
COc1ccc(S(=O)(=O)NCC2CCCN(C(=O)CN3CCCCC3)C2)cc1 (stereo not drawn) | -0.8 | -2.6
CCC1CN(C(=O)NCc2cccc(OC)c2)c2ccccc2O1 (stereo not drawn) | -1.2 | /
CCCCc1ccc(NC(=O)CC(C)C)cc1 | 0.0 | 12.0
Cc1cc(C)n(CC(=O)NNC(=O)CCCOc2ccc(Cl)c(C)c2)n1 | -1.9 | 29.1
O=C(COc1ccc(/C=N/NC(=O)c2ccc(O)cc2)cc1)Nc1ccc([N+](=O)[O-])cc1 | -1.2 | 8.7
COC(=O)C1C(O)=C(C=Nc2ccc3ccccc3c2)C(=O)CC1(C)C (stereo not drawn) | 0.3 | 16.0
CCN(c1ccccc1)S(=O)(=O)c1ccc(OCC(=O)Nc2cc(C)on2)cc1 | -2.3 | 19.5
O=C(c1cc2c(ccc3ccccc32)oc1=O)N1CCCC1 | 0.0 | 24.9

The listing continues.
SMILES | STK33 kinase inh | OX1R antag
CC(C)(C)NC(=O)c1ccc2c(c1)N(CC(=O)N1CCN(c3ccccc3F)CC1)C(=O)C(C)(C)O2 | 1.6 | 9.9
CCSc1nnc(NC(=O)C2CCCCC2C(=O)O)s1 (stereo not drawn) | 1.2 | 5.2
CC(C)Cn1c(CN(Cc2ccccc2)Cc2ccccc2)nc2c1c(=O)n(C)c(=O)n2C | 0.7 | -3.9
O=C(NCc1ccccc1)NC(=O)c1ccncc1 | -1.3 | 10.5
COC(=O)CNC(=O)Cc1c(F)cccc1Cl | -0.1 | 10.8
Cc1ccccc1NC(=O)C1Cc2ccccc2C(=O)O1 (stereo not drawn) | -1.7 | -0.4
CC1=C(C(=O)OC2CCCCC2)C(c2ccc(N(C)C)cc2)NC(=O)N1 (stereo not drawn) | -2.0 | 3.6
C=CCc1cccc(/C=N/NC(=O)C[n+]2ccccc2)c1O | -3.2 | -0.7
CCC(C)NCCOCCOc1ccc(Cl)c(C)c1C (stereo not drawn) | -0.3 | 7.2
CC(C)(C)OC(=O)CNC(=O)c1[nH]cnc1C(=O)NCC(=O)OCc1ccccc1 | -0.5 | 30.8
COc1ccccc1CC(=O)N1CCN(c2cccc(C(F)(F)F)c2)CC1 | -2.6 | 12.4
O=C(Nc1ccccc1F)c1ccc2nc(N3C(=O)CCC3=O)sc2c1 | -0.3 | 15.7
CC(=O)Oc1ccc2c(c1)C(=O)c1ccccc1CO2 | 1.9 | 44.0
Nc1ccccc1SCC(=O)Nc1ccc(N2CCOCC2)cc1 | 1.0 | 35.4
CCC(=O)/C=C1/Sc2ccc(OC)cc2N1CC | 4.4 | 15.9
O=C(CCC(=O)N1CCOCC1)Nc1nnc(C2CCCCC2)s1 | -0.8 | 2.2
COc1ccc(C2NC(=O)C(C#N)=C(S)N2c2ccccc2)cc1OC (stereo not drawn) | -0.8 | 22.3
O=C(NCc1ccc2c(c1)OCO2)c1ccc(Br)o1 | 1.1 | -4.8
COc1ccc(CC(=O)NNC(=O)c2nn(Cc3ccccc3)c(=O)c3ccccc23)cc1OC | -1.5 | 16.6
CC(=O)Nc1ccc2nc3c(=O)n(C)c(=O)n(C)c3nc2c1 | -0.6 | 60.0*
Cc1ccc2c(CN3CCCCC3)cc(=O)oc2c1 | -1.5 | -1.7
CCOC(=O)c1sc(NS(=O)(=O)c2cc(C)ccc2C)nc1C | -0.1 | 35.0
COc1ccc(CCNC(=O)CS(=O)Cc2nc(-c3ccccc3Cl)oc2C)cc1OC (stereo not drawn) | -0.1 | 24.2
Cc1ccc(/C=N/N2CCOCC2)s1 | 0.0 | 19.0
Cc1csc(NC(=O)CSc2ncn(-c3ccccc3)n2)n1 | -0.3 | 5.4

Later entries:
SMILES | STK33 kinase inh | OX1R antag
Cc1ccc(C)c(C(C)NC(=O)Cc2cccs2)c1 (stereo not drawn) | 5.0 | 1.1
Cc1ccc(NS(=O)(=O)c2ccc3c(c2)NC(=O)CCS3)c(Br)c1 | -0.7 | 13.8
Cc1cc(C)nc(SCc2nnc(SCc3ccc([N+](=O)[O-])cc3)n2Cc2ccco2)n1 | -1.1 | 13.8
COc1cc(NS(=O)(=O)N2CCCC2)cc(OC)c1OC | 1.4 | 36.2
CC1(C)Cc2c(sc(NC(=O)c3ccccc3Cl)c2C(=O)O)CO1 | -1.3 | 26.3
COc1ccc(CNC(=O)CN(C(=O)CCC(=O)Nc2ccccn2)c2cc(C)ccc2C)cc1 | -0.1 | 9.8
O=C(NNc1c2ccccc2nc2ccccc12)C(O)c1ccccc1 (stereo not drawn) | 1.3 | 70.9*
N#Cc1c(C(F)(F)F)cc(C2CC2)[nH]c1=O | -2.4 | 17.1
COc1ccc(S(=O)(=O)N2CCSC2)cc1C | 0.1 | 0.3
OC1CN=C2Sc3ccccc3N2C1 (stereo not drawn) | 1.3 | 17.1
Cc1cc2oc(C(=O)NCCc3ccc(S(N)(=O)=O)cc3)c(C)c2cc1C | -0.9 | 11.5
CC(=O)N1[C@@H]2CC3C4CC=C5C[C@@H](O)CC[C@]5(C)C4CC[C@]3(C)[C@@]21C(C)=O (stereo partly drawn) | 1.5 | 15.6
O=C(CCN1CCC(c2ccccc2)C1)c1cccs1 (stereo not drawn) | -0.2 | 3.2
Cc1cc2c(N=O)c(NO)ccc2[nH]1 | 7.1 | 61.6*
CCOC(=O)N1CCN(S(=O)(=O)c2ccc3[nH]cc(C(=O)O)c(=O)c3c2)CC1 | -1.1 | 23.9
O=C(Cc1cc(=O)[nH]c(=O)[nH]1)NCC1CCCO1 (stereo not drawn) | -0.4 | 11.9

Reprinted at random: three compounds from above, in no set order.
SMILES | STK33 kinase inh | OX1R antag
O=C(Nc1ccon1)c1ccc(Br)s1 | -0.9 | 18.8
COc1ccc(S(=O)(=O)NCC2CCCN(C(=O)CN3CCCCC3)C2)cc1 (stereo not drawn) | -0.8 | -2.6
Cc1ccc(OCCNC(=O)c2ccccc2SCC(=O)N2CCCC2)cc1 | -1.0 | 13.7
